PfHsp90 set2: reduces growth (ATP signal) of yeast expressing P. falciparum Hsp90 | 310,000 compounds, 0.32% hits | inhibition, % at 9.4 µM | S. cerevisiae expressing PfHsp90, BacTiter-Glo ATP, 48 h; yeast lacking PDR1 and PDR3 efflux regulators | AID 504621;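 active = every replicate shows inhibition above about 80%, whatever the replicate mean, limit read from the data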;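 also: 0% = DMSO neutral controls and 100% = 20 µM radicicol positive controls; yeast relying on Plasmodium falciparum Hsp90 in place of its own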
CAL PDZ FP-1: CAL PDZ (human) peptide binding inhibition; purified CAL PDZ, TMR-peptide fluorescence polarization, 1 h; Q9HD26; AID 602252; inhibition, % at 24.9 µM; 300,000 compounds, 0.92% hits;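 active = mean inhibition of at least 30% with at least half of replicates also reaching 30%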;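 also: 0% = DMSO neutral control and 100% = excess unlabeled competitor peptide PRC23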
NSD2 HMT inh: blocks human histone methyltransferase NSD2 | O96028 | NSD2 peptide methylation, AlphaScreen, 120 min | inhibition, % at 12.5 µM | 310,000 compounds, 0.54% hits | AID 743445; in the data active = inhibition above about 50%
Target sequence (O96028 whole entry, looked up): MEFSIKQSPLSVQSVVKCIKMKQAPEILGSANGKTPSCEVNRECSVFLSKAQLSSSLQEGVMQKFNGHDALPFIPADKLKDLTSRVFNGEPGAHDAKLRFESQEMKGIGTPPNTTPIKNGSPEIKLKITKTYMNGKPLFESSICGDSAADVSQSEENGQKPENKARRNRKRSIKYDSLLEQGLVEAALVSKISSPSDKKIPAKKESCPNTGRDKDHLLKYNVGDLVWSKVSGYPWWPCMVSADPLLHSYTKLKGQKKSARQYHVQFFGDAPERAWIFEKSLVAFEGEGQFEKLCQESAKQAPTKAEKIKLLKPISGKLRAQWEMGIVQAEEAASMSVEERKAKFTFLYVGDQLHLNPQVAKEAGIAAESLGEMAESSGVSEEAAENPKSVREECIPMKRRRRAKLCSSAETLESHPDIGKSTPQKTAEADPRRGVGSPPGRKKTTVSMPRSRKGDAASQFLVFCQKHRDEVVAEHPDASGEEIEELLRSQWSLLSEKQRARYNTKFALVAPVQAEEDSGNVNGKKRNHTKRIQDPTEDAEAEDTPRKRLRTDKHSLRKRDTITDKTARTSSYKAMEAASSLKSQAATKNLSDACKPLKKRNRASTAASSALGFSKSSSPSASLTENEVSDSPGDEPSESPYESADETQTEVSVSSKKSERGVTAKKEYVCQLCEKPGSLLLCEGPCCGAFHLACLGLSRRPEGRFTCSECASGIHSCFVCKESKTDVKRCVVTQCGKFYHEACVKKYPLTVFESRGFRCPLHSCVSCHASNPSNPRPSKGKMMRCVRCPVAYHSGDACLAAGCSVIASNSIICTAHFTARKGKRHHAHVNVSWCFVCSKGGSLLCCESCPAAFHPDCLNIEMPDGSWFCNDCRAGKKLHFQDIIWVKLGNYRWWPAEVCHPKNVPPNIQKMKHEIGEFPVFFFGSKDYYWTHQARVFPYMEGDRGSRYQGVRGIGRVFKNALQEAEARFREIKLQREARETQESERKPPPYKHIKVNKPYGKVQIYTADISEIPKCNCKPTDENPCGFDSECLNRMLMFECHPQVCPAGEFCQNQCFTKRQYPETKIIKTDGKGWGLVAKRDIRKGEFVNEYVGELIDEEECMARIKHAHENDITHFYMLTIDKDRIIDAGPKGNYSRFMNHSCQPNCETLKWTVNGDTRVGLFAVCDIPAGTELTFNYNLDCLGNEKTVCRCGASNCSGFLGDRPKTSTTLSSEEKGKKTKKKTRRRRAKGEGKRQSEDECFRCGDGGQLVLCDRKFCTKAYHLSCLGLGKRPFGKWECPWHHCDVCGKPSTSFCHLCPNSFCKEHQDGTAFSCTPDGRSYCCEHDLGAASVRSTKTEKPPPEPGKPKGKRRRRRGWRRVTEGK
CAL PDZ FP-2: human CAL PDZ-peptide interaction inhibition. AID 504414. 330,000 compounds, 0.02% hits. Q9HD26. inhibition, % at 20 µM. purified CAL PDZ, TMR-peptide fluorescence polarization, 1 h;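 active = highest replicate inhibition of at least 40%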;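 also: plate controls were DMSO neutral control wells for no effect and unlabeled competitor peptide control wells for full effect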
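System: purified tagged CAL PDZ domain construct (CerCALP). Schedule: 1 h incubation at room temperature before polarization reading. Medium: 25 mM sodium phosphate pH 7.4, 150 mM NaCl, TCEP, IgG, Thesit. Read-out: percent inhibition from loss of millipolarization. Measured by: FP readout, S and P plane fluorescence. Probe or stimulus: fluorescent TMR peptide probe.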
SR-BI HDL uptake: inhibitors of mouse SR-BI mediated HDL lipid uptake; Q61009; ldlA[mSR-BI] CHO cells, DiI-HDL uptake fluorescence, 3 h; 320,000 compounds, 0.96% hits; inhibition, % at 12.5 µM;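 active = mean replicate inhibition of at least 70% and a set share of replicates each scoring 70 or more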;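 also: 0% = median of neutral control wells and 100% = median of positive control wells; values of inactives mirror those of a sister screen read the other way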
PvdQ acylase: P. aeruginosa PvdQ acylase inhibition | 340,000 compounds, 0.063% hits | inhibition, % at 10 µM | purified PvdQ acylase, fluorescence plate reader; in the data active = inhibition above about 30%, passing the limit was not always enough;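 also: 0% = vehicle neutral wells and 100% = reference inhibitor wells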
dFosB activator: mouse delta FosB homodimer activation; P13346; purified delta FosB, TAMRA-CDK5 oligo fluorescence polarization; percent of positive-control signal above neutral wells; activation, % at 25 µM; 340,000 compounds, 0.99% hits;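 active = mean activation above about 17%, with every replicate also reaching it, limit read from the data, passing the limit was not always enough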;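 also: fluorescence polarization rise as delta FosB binds a TAMRA Cdk5 AP-1 oligo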
SR-BI uptake up: enhances SR-BI lipid uptake from DiI-HDL; AID 504775; CHO ldlA[mSR-BI] cells, DiI-HDL uptake fluorescence, 3 h; 100 = double the neutral-control signal; 320,000 compounds, 0.096% hits; activation, % at 12.5 µM;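 active = mean replicate activation of at least 60% and every replicate at or above 60%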;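 also: 0% = median plate neutral-control signal and 100% = twice that signal; values of inactives mirror those of a sister screen read the other way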
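Test system: SR-BI-overexpressing, LDLR-lacking CHO cells. Measured by: DiI fluorescence, bottom read. Medium: Ham's F12 with 0.5% BSA, HEPES 25 mM, pH 7.4. Timing: 3 h uptake period with compound, 37 °C.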
MITF TRPM1 HTS: increases MITF-driven TRPM1 promoter luciferase signal | SK-MEL-5 TRPM1-promoter luciferase, 24 h; % of positive control, neutral wells = 0 | activation, % at 12.5 µM | 300,000 compounds, 0.75% hits | AID 588334;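 active = mean activation of at least 80% with every replicate also reaching 80%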;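 also: 0% = neutral control wells and 100% = parthenolide positive control wells; values of inactives mirror those of a sister screen read the other way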
Rtt109 Vps75: blocks Candida albicans Rtt109/Vps75 acetyltransferase activity. Q5AAJ8. purified Rtt109/Vps75, ThioGlo CoA-SH fluorescence, 4 h. inhibition, % at 34.9 µM. 330,000 compounds, 0.16% hits. AID 540336;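 active = inhibition of at least 50% in every replicate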
Starred values were filed as active, the others as inactive; . = not tested or not shown.

SMILES | PfHsp90 set2 | CAL PDZ FP-1 | NSD2 HMT inh | CAL PDZ FP-2 | SR-BI HDL uptake | PvdQ acylase | dFosB activator | SR-BI uptake up | MITF TRPM1 HTS | Rtt109 Vps75
COc1ccc(-c2nn(-c3ccccc3)cc2C(=O)Nc2ccc(C(=O)O)cc2)cc1OC | -22.9 | -6.5 | 2.9 | -7.1 | 2.4 | -6.9 | -6.8 | -2.4 | 17.3 | 5.6
COc1cc(/C=N/n2c(=S)[nH]nc(C)c2=O)cc([N+](=O)[O-])c1O | -13.1 | 3.4 | 5.9 | -0.6 | -13.1 | -8.6 | 2.7 | 13.1 | -4.3 | -3.6
CCCOc1ccc(C(=O)Nn2c(C)nc3ccccc3c2=O)cc1 | -9.6 | -1.5 | -0.5 | -0.2 | -5.9 | 8.6 | -0.7 | 5.9 | 9.4 | 4.6
CN(CC(=O)Nc1ccc(S(=O)(=O)N2CCCC2)cc1)Cc1ccc(Cl)cc1 | 12.9 | -5.9 | -0.2 | -1.6 | 38.2 | -6.7 | -10.3 | -38.2 | 4.0 | 11.8
COc1ccc(CCNC(=O)c2csc3c2CCCC3)cc1 | -11.5 | -6.2 | -4.1 | 0.6 | 20.0 | -0.5 | -9.2 | -20.0 | 1.7 | 7.0
C/C(=N/NS(=O)(=O)c1ccc(C)cc1)c1ccc(NC(=O)C(F)(F)F)cc1 | -5.5 | -3.1 | -1.6 | 0.5 | -10.9 | -11.6 | -1.8 | 10.9 | 3.1 | 1.3
O=C(CN1C(=O)C(=O)N(C2CCCC2)C1=O)Nc1ccc(N2CCOCC2)cc1 | . | 4.9 | -1.9 | -0.1 | 1.6 | 7.1 | -3.4 | -1.6 | -4.2 | -3.4
Cc1ccc(NC(=O)c2sc(N)nc2-c2ccc([N+](=O)[O-])cc2)cc1C | -3.8 | -5.5 | -2.6 | -1.5 | 31.5 | -14.9 | 1.1 | -31.5 | 14.0 | -10.8
CC(=NN(Cc1ccccc1)c1ccccc1)c1ccccc1 | -3.4 | -3.2 | -0.6 | -0.9 | -2.3 | 6.4 | 5.4 | 2.3 | 5.9 | 4.2
Cc1ccc(S(=O)(=O)NC(=O)c2ccc(-c3ccc(C)c4ccccc34)o2)cc1 | -6.3 | -4.6 | . | -2.7 | -7.0 | -0.5 | -1.0 | 7.0 | -7.9 | 4.6
COc1ccccc1CNC(=O)C1CCN(C(=O)N(C)C)CC1 | -4.6 | 0.0 | -2.2 | -1.0 | -7.6 | -10.6 | -0.6 | 7.6 | -2.3 | -4.4
Cc1nc2ncccn2c1-c1csc(Nc2cccc(C(=O)O)c2)n1 | -19.9 | -6.5 | 1.3 | -3.4 | 5.5 | -12.6 | -13.0 | -5.5 | -0.1 | -0.7
Cc1cccc2cc(CN(Cc3ccc(F)cc3)Cc3nnnn3C3CCCC3)c(=O)[nH]c12 | 14.2 | -3.4 | -2.9 | -1.9 | . | -14.4 | -2.6 | . | -5.9 | -4.5
COc1ccccc1NC(=O)Cc1coc2cc(C)ccc12 | -14.0 | -1.8 | -2.2 | -1.1 | 14.1 | -8.4 | -9.6 | -14.1 | . | -4.5
C/C(=N\NC(=O)CSCc1ccc([N+](=O)[O-])cc1)c1ccccc1O | -8.2 | -0.5 | -0.2 | -3.4 | -15.2 | -9.4 | -5.4 | 15.2 | -11.3 | -2.9
O=C1CCN(CCc2ccccc2)CCN1[C@H](CSc1ccc(Br)cc1)Cc1ccccc1 | . | 1.7 | . | -2.1 | -12.1 | -9.0 | -8.0 | 12.1 | -3.1 | 11.8
O=C1CC(N(Cc2cccs2)C(=O)Nc2ccccc2)C(=O)N1c1ccc(Cl)cc1 (stereo unspecified) | -22.8 | -0.9 | -2.8 | 0.0 | -5.7 | -4.0 | -12.8 | 5.7 | 6.2 | 4.4
CCCCOC(=O)Nc1ccccc1C(=O)OC | -22.0 | 0.3 | -0.6 | -0.2 | -10.7 | -4.5 | -2.3 | 10.7 | 12.0 | 8.8
COc1ccccc1NC(=O)CSC1=NC(=O)C(NC(C)=O)C(=O)N1 (stereo unspecified) | 20.2 | 2.1 | 2.1 | -0.1 | -13.4 | -8.0 | -6.6 | 13.4 | -9.7 | 4.7
Cc1ccc(Cl)cc1NC(=O)COC(=O)CC1CC2CCC1C2 (stereo unspecified) | -20.5 | -3.4 | -3.9 | . | -20.0 | -17.7 | -4.5 | 20.0 | 5.2 | -5.6
CCOc1cc(/C=N/O)cc(Cl)c1OC | -72.6 | -2.5 | 1.6 | -0.9 | -11.1 | -4.0 | -1.7 | 11.1 | -8.5 | 14.4
O=C(NC1=C(Nc2ccc(Cl)cc2)C(=O)c2ccccc2C1=O)c1ccccc1 | -56.6 | -1.0 | 27.1 | 0.6 | -7.9 | -8.1 | -10.2 | 7.9 | -70.7 | 5.9
O=C(Cc1ccc([N+](=O)[O-])cc1)Nc1nccs1 | 0.7 | . | -4.1 | -0.3 | 15.1 | 10.9 | -6.4 | -15.1 | . | 8.5
CCn1ncc(C2=NOC(C(=O)Nc3ccccc3C(=O)OC)C2)c1C (stereo unspecified) | 17.2 | . | -2.8 | -2.3 | 2.4 | 2.5 | -13.0 | -2.4 | 2.9 | -1.0
CCN(CC)S(=O)(=O)c1ccc(N2CCCCC2)c(NC(=O)/C=C/c2ccc(OC)c(OC)c2)c1 | -4.4 | -3.9 | -1.4 | 0.2 | 20.5 | -15.8 | 4.0 | -20.5 | 7.0 | -8.5
Cc1ccc(-c2csc(SCC(=O)Nc3cc(C)on3)n2)cc1 | . | -2.2 | -1.5 | -1.1 | . | -13.7 | 3.5 | . | 19.8 | -3.3
CCOC(=O)c1ccc(NC(=S)Nc2ccc(Br)cc2N)cc1 | -6.9 | -3.3 | . | 0.4 | 32.0 | 10.6 | 3.4 | -32.0 | -5.4 | 9.7
CN(c1cccc(NS(=O)(=O)c2ccccc2)c1)S(C)(=O)=O | 0.9 | . | 1.3 | -0.4 | -19.4 | -2.6 | -4.0 | 19.4 | 6.6 | -7.6
CC(=O)Nc1ccc(O)c(-c2nc3ccccc3s2)c1 | 4.4 | 1.2 | 2.5 | -0.6 | 28.0 | -12.8 | 2.7 | -28.0 | 25.1 | -11.1
COc1ccc(CC(=O)OCc2cc3cccc(C)c3[nH]c2=O)cc1 | -14.8 | . | 3.2 | -0.4 | -10.2 | -8.6 | -0.2 | 10.2 | -1.9 | 5.7

Shown as labelled records: part of the list above
SMILES: O=C1CCN(CCc2ccccc2)CCN1[C@H](CSc1ccc(Br)cc1)Cc1ccccc1
  PfHsp90 set2: . | CAL PDZ FP-1: 1.7 | NSD2 HMT inh: . | CAL PDZ FP-2: -2.1 | SR-BI HDL uptake: -12.1 | PvdQ acylase: -9.0 | dFosB activator: -8.0 | SR-BI uptake up: 12.1 | MITF TRPM1 HTS: -3.1 | Rtt109 Vps75: 11.8
SMILES: O=C1CC(N(Cc2cccs2)C(=O)Nc2ccccc2)C(=O)N1c1ccc(Cl)cc1 (stereo unspecified)
  PfHsp90 set2: -22.8 | CAL PDZ FP-1: -0.9 | NSD2 HMT inh: -2.8 | CAL PDZ FP-2: 0.0 | SR-BI HDL uptake: -5.7 | PvdQ acylase: -4.0 | dFosB activator: -12.8 | SR-BI uptake up: 5.7 | MITF TRPM1 HTS: 6.2 | Rtt109 Vps75: 4.4

Additional entries follow.
SMILES | PfHsp90 set2 | CAL PDZ FP-1 | NSD2 HMT inh | CAL PDZ FP-2 | SR-BI HDL uptake | PvdQ acylase | dFosB activator | SR-BI uptake up | MITF TRPM1 HTS | Rtt109 Vps75
O=C(CSc1ccc2ccccc2c1Br)Nc1cccc(S(=O)(=O)NC2=NCCCCC2)c1 | 3.1 | -1.9 | -1.4 | -2.2 | 2.6 | 11.3 | -2.2 | -2.6 | -6.2 | -7.6
Cc1ccc(/C=N/c2sc3c(c2C#N)CCC3)s1 | . | 1.8 | 2.1 | -1.9 | -3.5 | 1.4 | 2.0 | 3.5 | 92.3* | 1.5
Cc1cc(CNCCN(C)C)c(C)n1-c1cc(S(=O)(=O)N2CCOCC2)ccc1N1CCCC1 | . | -1.6 | 7.1 | 1.3 | -27.3 | -4.7 | -8.5 | 27.3 | -5.6 | 11.9
O=C(NCC1CCCO1)C(=O)NCC(c1ccco1)N1CCN(c2ccccc2)CC1 (stereo unspecified) | -12.7 | -0.8 | 9.3 | -3.3 | -1.0 | 7.2 | -3.3 | 1.0 | 10.2 | -0.5
CC(=O)c1cccc(N2C(=O)C3C4CCC(C4=C(C)C)C3C2=O)c1 (stereo unspecified) | -3.5 | -1.2 | -3.2 | 0.7 | -23.9 | -1.1 | -0.7 | 23.9 | -4.6 | 2.6
COc1cc(NC(=O)C/C(C)=N/NC(=O)c2cccc(O)c2)c(OC)cc1Cl | -4.2 | -4.0 | -1.2 | -1.3 | -18.1 | 5.9 | -1.6 | 18.1 | -5.9 | -1.7
COc1ccccc1CN1C(=O)[C@@H]2C(CCC(N)=O)NC3(C(=O)Nc4c3ccc(Cl)c4C)[C@@H]2C1=O (stereo partly specified) | -66.1 | -5.3 | 3.9 | -0.6 | -5.4 | -0.6 | -9.6 | 5.4 | -13.5 | 14.8
OCCN1CCN(c2ncnc3sc(-c4ccccc4)cc23)CC1 | -0.8 | 7.4 | -1.5 | -5.2 | 25.4 | -7.8 | 8.5 | -25.4 | 8.7 | 13.3
Cc1ccc(C(=O)CC(C(=O)O)c2cn(CCC#N)c3ccccc23)cc1 (stereo unspecified) | -7.7 | -5.0 | . | 0.1 | -7.6 | -9.5 | 2.1 | 7.6 | 5.5 | -2.1
O=S(=O)(N/N=C\c1cccc(F)c1)c1ccccc1 | 0.8 | 6.6 | -0.2 | -1.6 | -22.5 | -1.8 | 0.7 | 22.5 | 0.1 | 24.8
CC(C)(C)n1nc2c(c1NC(=O)c1ccc(C(F)(F)F)cc1)CS(=O)(=O)C2 | 26.8 | -1.8 | -0.1 | -1.2 | -14.3 | -2.3 | -6.4 | 14.3 | 2.9 | -0.6
COCCn1c(SCCCC(=O)c2ccc(Br)cc2)nnc1-c1ccncc1 | 0.2 | -1.7 | -1.7 | -1.1 | . | -2.9 | 4.9 | . | -21.6 | -5.9
Cc1cc(=O)oc(C)c1C(=O)NCC(C)C | -16.7 | -2.2 | -2.5 | -2.4 | . | -3.5 | -4.0 | . | -1.2 | -17.0
Cc1cc(C(C)c2ccccc2)c(O)c(CN2CCOCC2)c1C (stereo unspecified) | 22.0 | 22.5 | 0.7 | 0.6 | 14.3 | -12.6 | -10.6 | -14.3 | -5.4 | -5.2
CCc1nnc(NC(=O)CSc2nnc(-c3ccccc3OC)n2-c2ccc(C)cc2)s1 | 7.0 | -2.0 | 1.6 | -1.8 | -29.8 | -1.4 | -14.8 | 29.8 | -11.5 | 13.6
Fc1ccc(COc2cccc(CNCc3ccncc3)c2)cc1 | 7.2 | 3.7 | -3.7 | -2.1 | -5.5 | -9.1 | -14.5 | 5.5 | -7.5 | 2.4
C=CCn1c(SCC(=O)Nc2ccccc2OC)nc(O)c(CC)c1=O | 5.0 | . | 1.6 | -0.7 | 2.1 | -8.5 | 5.1 | -2.1 | 9.9 | 11.4

Screens from PubChem BioAssay.
